Screening results (PubChem BioAssay)
VHR inh abs: VHR1 phosphatase inhibitors, primary screen, biochemical, absorbance, uHTS; recombinant VHR phosphatase, pNPP absorbance; inhibition, % at 13.3 µM; 290,000 tested, 0.52% active; in the data active means inhibition above about 50%; further: some compounds called inactive have numbers as strong as hits
Target sequence (P51452 whole entry, looked up): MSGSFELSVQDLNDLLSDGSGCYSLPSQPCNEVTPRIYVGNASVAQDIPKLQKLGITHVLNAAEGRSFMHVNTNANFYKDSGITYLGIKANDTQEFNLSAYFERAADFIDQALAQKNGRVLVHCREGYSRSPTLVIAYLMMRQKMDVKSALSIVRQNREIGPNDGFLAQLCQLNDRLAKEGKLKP
3CLpro inhibitor: SARS-CoV 3CLpro protease inhibitors, primary screen, biochemical, quenched FRET | Replicase polyprotein 1ab (Severe acute respiratory syndrome coronavirus), P0C6X7 | recombinant SARS-CoV 3CLpro, quenched FRET peptide cleavage | inhibition, % at 6 µM | 290,000 tested, 0.14% active | AID 1706, 2009; in the data active means inhibition above about 12%
Vc quorum ag: inducers of Vibrio cholerae quorum light production without autoinducers, primary screen, BH1578 luxS cqsA deficient, single point. 350,000 tested, 0.16% active. V. cholerae BH1578 lux reporter, luminescence, 6 h. activation, % at 18.7 µM; in the data active means activation mostly above about 9.7%, no sharp cut-off; inconclusive means no clear call, values can overlap the other calls; inactive means mostly below about 3.7%; further: not every result past the cut was called active; inactives centre near 0; reference of the scale not given here
Yp Topo-I inh: Yersinia pestis topoisomerase I inhibitors, primary screen, biochemical, cleavage product accumulation, plate reader, single point; 360,000 tested, 0.064% active; Y. pestis Topo-I cleavage product accumulation; AID 504884, 2011; activity, % at 10 µM; DNA topoisomerase I (Yersinia pestis CO92); in the data active means activity above about 50%, passing the limit was not always enough; inconclusive means no clear call, values can overlap the other calls; further: inactives centre near 2
CCHF vOTU inh: CCHFV vOTU protease inhibitors, primary screen, biochemical, Pep-AMC substrate, fluorescence; AID 651958, 2012; inhibition, % at 11.5 µM; 370,000 tested, 0.55% active; in the data active means inhibition above about 30%; further: 0% = vehicle wells with enzyme and 100% = no enzyme wells
Anthrax LF inh2: Bacillus anthracis LF protease inhibitors, primary screen, biochemical, multiplex microsphere, MLPCN library; Lethal factor (Bacillus anthracis), P15917; AID 588501, 2011; multiplex microsphere protease cleavage assay; 360,000 tested, 0.12% active; inhibition, % at 10 µM; further: plate controls were buffer without enzyme for full effect and enzyme alone for no effect
Target sequence (P15917 whole entry, looked up): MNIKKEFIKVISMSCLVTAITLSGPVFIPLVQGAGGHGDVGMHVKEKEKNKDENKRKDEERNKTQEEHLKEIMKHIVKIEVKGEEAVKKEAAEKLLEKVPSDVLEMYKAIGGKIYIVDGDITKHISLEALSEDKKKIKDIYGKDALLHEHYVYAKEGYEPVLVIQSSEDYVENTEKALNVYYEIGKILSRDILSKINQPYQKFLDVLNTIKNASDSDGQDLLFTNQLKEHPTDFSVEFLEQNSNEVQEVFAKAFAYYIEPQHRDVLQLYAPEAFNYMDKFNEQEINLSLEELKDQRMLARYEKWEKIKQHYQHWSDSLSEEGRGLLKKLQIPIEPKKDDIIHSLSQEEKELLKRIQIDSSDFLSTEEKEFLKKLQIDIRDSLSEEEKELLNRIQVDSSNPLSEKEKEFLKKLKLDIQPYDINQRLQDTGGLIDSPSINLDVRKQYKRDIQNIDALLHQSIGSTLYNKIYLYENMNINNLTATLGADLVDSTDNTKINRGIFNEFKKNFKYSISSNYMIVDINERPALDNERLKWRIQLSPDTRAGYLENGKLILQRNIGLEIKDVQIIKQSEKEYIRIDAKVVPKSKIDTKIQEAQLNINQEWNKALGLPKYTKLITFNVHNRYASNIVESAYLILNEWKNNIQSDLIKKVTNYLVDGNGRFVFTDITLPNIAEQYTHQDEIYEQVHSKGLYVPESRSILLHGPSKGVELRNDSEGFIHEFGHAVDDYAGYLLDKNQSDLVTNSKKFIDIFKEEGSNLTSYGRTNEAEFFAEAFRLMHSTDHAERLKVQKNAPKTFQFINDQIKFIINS
BoNT A protease: BoNT/A light chain protease inhibitors, primary screen, biochemical, flow cytometry, MLPCN library; AID 588499, 2011; 360,000 tested, 0.17% active; inhibition, % at 10 µM; multiplex microsphere protease substrate cleavage; further: plate controls were buffer without enzyme for full effect and enzyme alone for no effect
TcdB GH inh: TcdB glycohydrolase inhibitors, primary screen, biochemical, single point, plate reader; AID 652162, 2013; TcdB glycohydrolase enzymatic assay; 350,000 tested, 0.24% active; inhibition, % at 9.99 µM; in the data active means inhibition above about 10%
PfHsp40 yeast: rescue of yeast from PfHsp40 toxicity, primary screen, S. cerevisiae, ATP luminescence. AID 504582, 2011. 340,000 tested, 0.68% active. growth rescue, % at 12.5 µM. S. cerevisiae expressing PfHsp40, growth rescue; in the data active means growth rescue above about 28%, passing the limit was not always enough; inconclusive means no clear call, values can overlap the other calls;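 further: yeast W303a lacking pdr1 and pdr3 grown in galactose medium; growth measured after three days at 30 °C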
SSB-PriA inh: inhibitors of Klebsiella pneumoniae PriA binding to SSB C-terminal tail, primary screen, biochemical, AlphaScreen. AlphaScreen SSBct-PriA binding, biotinylated peptide. inhibition, % at 33 µM. 430,000 tested, 0.6% active; in the data active means inhibition mostly above about 37%, no sharp cut-off; inactive means mostly below about 20%;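 further: plate controls were negative control peptide for no effect and reference peptide for full effect; strong numbers were not always called active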
* = called active by the depositor; i = inactive; ? = inconclusive; · = no result given; & = joins results of further samples. Unless noted, no stated cut-off is given here; in the data, active means inhibition above about 30%; inconclusive means no clear call, values can overlap the other calls; inactive means below that. A portion of the library (hit frequency here may not be typical).

SMILES	VHR inh abs	3CLpro inhibitor	Vc quorum ag	Yp Topo-I inh	CCHF vOTU inh	Anthrax LF inh2	BoNT A protease	TcdB GH inh	PfHsp40 yeast	SSB-PriA inh
O=c1oc2ccccc2c(N2CCOCC2)c1[N+](=O)[O-]	10	9	i	-7	8	-4	-0.7	0.7	-0.2	-12
O=C(CSc1nc2c(sc3ccccc32)c(=O)n1Cc1ccccc1)NCC1CCCO1 (stereo not given)	0	-3	-0.7	-8	18	0	0.0	·	-0.2	-7
CCOC(=O)C1=NN(c2cccc(Cl)c2)C2=NC(C)=C(C(=O)OC)C(c3cccs3)N12 (stereo not given)	18	2	-0.7	12	0	-4	0.1	·	0.9	2
Cc1cc(C)c2nc(N(CCCN(C)C)C(=O)C3=COCCO3)sc2c1	·	·	-2.8	4	-1	3	3.4	-1.2	0.3	2&-3
COC(=O)[C@@H]1Cc2c([nH]c3ccccc23)C(C)N1C(=O)c1ccccc1 (stereo not given in full)	-6	-1	-0.8	-10	2	-1	2.5	-4.5	0.3	17
CCOC(=O)c1c(-c2cccs2)csc1NC(=O)C(C)(C)C	10	-1	·	41	-4	-26	-0.9	·	-0.2	-25
CC(C)[C@H](N)C(=O)NC[C@H]1CC[C@H](C(=O)N[C@@H](Cc2ccccc2)C(=O)O)CC1	-22	0	i	3	2	-2	1.7	0.4	0.9	·
O=S(=O)(NC1CCN(Cc2ccccc2)CC1)c1ccc(Cl)cc1	25	-5	-1.2	7	0	-4	0.6	-5.7	·	3
C=CCOc1cccc(/C=N/NC(=O)CC(=O)NC2CCCCC2)c1	10	1	0.0	7	-1	4	0.6	1.1	1.2	·
C=C1C2(C(=O)Nc3ccc(SC(F)F)cc3)CCC(C2)C1(C)C (stereo not given)	19	-7	9.7	-6	-1	-1	-0.1	-0.9	-0.2	-13
COc1ccc(C2OC(=O)Cc3cc(OC)c(OC)cc32)cc1 (stereo not given)	25	-1	1.7	5	-3	1	-1.2	0.1	0.1	-13
CCC(C)c1ccc(OCCn2cc(/C=N/NC(=O)CSc3nnc(C)s3)c3ccccc32)cc1 (stereo not given)	-23	-2	i	26	4	-6	-3.5	·	0.9	·
CCc1ccc(NC(=O)C(C)Nc2ccc(S(=O)(=O)NC(C)=O)cc2)cc1 (stereo not given)	25	4	-0.3	-3	9	2	-1.6	·	0.3	-14
O=S(=O)(Nc1ccccc1)c1ccc(F)cc1	19	6	i	-8	-8	-6	-0.8	·	1.0	-12
Cc1cccc(N(Cc2ccccc2)C(=O)C2CCN(C(=O)c3ccccc3C)CC2)c1	·	·	i	24	8	0	-1.1	1.4	0.6	-3
O=C(O)c1ccccc1C(=O)N1CCN(Cc2ccc3c(c2)OCO3)CC1	40	2	i	2	0	15	-2.6	-0.6	0.1	7
CCO[C@@H]1OC(C(N)=O)=C[C@H](C2CCCCC2)[C@H]1CCCO	22	·	i	1	-6	-4	-0.9	0.7	-0.4	-3
COc1ccc(-c2nc3ccc(Br)cn3c2Cc2ccccc2C(F)(F)F)cc1OC	·	·	·	·	17	-1	6.2	-2.9	·	·
O=S(=O)(c1ccc(NC2CCCc3ccccc32)nc1)N1CCOCC1 (stereo not given)	18	-9	-0.3	-1	-6	6	1.3	·	2.2	-10
O=C(O)c1ccccc1-c1nnc2c(Cl)cc(C(F)(F)F)cn12	34	-2	i	0	2	-10	-0.1	0.7	-1.4	-16
COc1cc(C2c3cc4c(cc3OC(NNC(N)=O)C2C)OCO4)cc(OC)c1OC (stereo not given)	·	·	5.6	-7	-1	3	0.0	-2.1	-1.8	·
Cc1noc(C)c1COc1ccc(C(=O)OCC(=O)N2c3ccccc3NC(=O)C2(C)C)cc1	-20	3	0.6	1	16	2	-0.4	·	1.1	-4
CCOC(=O)Cc1csc(NC(=O)CSC2=NCCS2)n1	6	3	i	1	13	-1	-1.1	0.5	-0.2	2
CCCNC(=O)C1(C)CCN(C(=O)COc2ccc(C(C)(C)C)cc2)C1 (stereo not given)	·	·	-0.2	13	-5	2	-0.4	0.3	·	·
O=C(NCCc1nc2ccccc2[nH]1)/C(=C/c1ccc(F)cc1)NC(=O)c1ccco1	5	-2	0.6	-3	-4	1	?	0.3	0.6	-2
CCCN(CCC)CCNC(=O)c1cc2c(-c3ccc(Cl)cc3)nn(C)c2s1	10	-7	-0.5	-5	-32	7	-0.6	5.5	-1.2	-1
COc1ccc2nc(SCC(=O)NC3CCCCC3C)[nH]c2c1 (stereo not given)	·	·	0.8	10	3	-13	-0.2	-0.4	-1.3	-1
CCCn1c(=O)n(CC(=O)NCC2CCCO2)c(=O)c2c3c(sc21)COC(C)(C)C3 (stereo not given)	6	-5	-12	3	-13	2	-3.2	1.4	-1.0	-7
CCN(c1ccc(C)cc1C)S(=O)(=O)c1nnc(NC(=O)C(C)C)s1	49	0	-0.5	12	10	-11	1.5	8.6	-0.1	-8
COc1cccc(CNC(=O)C2CCN(S(=O)(=O)c3ccc4c(c3)CCC(=O)N4)CC2)c1	6	4	-0.6	-5	-2	-5	0.2	0.0	-0.6	-15

Pulled by compound from the list above (2):
SMILES	VHR inh abs	3CLpro inhibitor	Vc quorum ag	Yp Topo-I inh	CCHF vOTU inh	Anthrax LF inh2	BoNT A protease	TcdB GH inh	PfHsp40 yeast	SSB-PriA inh
COc1ccc2nc(SCC(=O)NC3CCCCC3C)[nH]c2c1 (stereo not given)	·	·	0.8	10	3	-13	-0.2	-0.4	-1.3	-1
CCc1ccc(NC(=O)C(C)Nc2ccc(S(=O)(=O)NC(C)=O)cc2)cc1 (stereo not given)	25	4	-0.3	-3	9	2	-1.6	·	0.3	-14

More results follow:
SMILES	VHR inh abs	3CLpro inhibitor	Vc quorum ag	Yp Topo-I inh	CCHF vOTU inh	Anthrax LF inh2	BoNT A protease	TcdB GH inh	PfHsp40 yeast	SSB-PriA inh
CCO[C@H]1OC(C(=O)N2CCOCC2)=C[C@@H](c2ccc(C(F)(F)F)cc2)[C@@H]1CCCO	-8	-2	-0.6	7	12	-7	0.4	2.7	-1.2	-9
CCOc1ncccc1C(=O)NCC(c1ccccc1)N(C)C (stereo not given)	-3	-2	-0.4	-1	10	-1	1.8	0.8	-0.7	-8
CCC(=O)c1ccc(OCC(=O)Nc2ccc3nc(C)sc3c2)cc1	13	0	-0.8	0	-5	-2	1.5	1.1	1.6	-14
Cc1ccc(NC(=O)c2ccc3c(=O)n4c(nc3c2)CCCCC4)nc1	·	·	i	7	-1	-1	3.6	5.9	1.6	7
COc1ccc(N(C(=O)/C=C/C(=O)Nc2cc(C)on2)C(C(=O)NC2CCCC2)c2ccccc2C)cc1 (stereo not given)	-4	4	-0.6	3	13	1	0.3	-0.2	0.8	19
O=C(COc1ccccc1)NNc1nc2c(F)cccc2s1	14	2	-0.7	2	-13	4	-0.1	-0.2	3.8	-4
CCc1ccccc1NC(=S)NNC(=O)c1ccccc1Cl	23	2	0.1	3	-9	-7	-2.6	-0.3	-0.4	2
O=C(COC(=O)/C=C/c1ccccc1[N+](=O)[O-])Nc1ccc(S(=O)(=O)N2CCOCC2)cc1	·	·	-3.3	8	-1	0	-0.4	1.4	-1.0	-4
O=C(Nc1ccn(CCCN2CCN(c3ccccn3)CC2)c(=O)n1)OCc1ccccc1	·	·	-0.7	28	-5	-1	0.3	1.1	0.0	-2
CC1CCCCC1NC(=O)CCCCCn1c(=S)[nH]c2ccccc2c1=O (stereo not given)	26	-1	i	6	-15	-5	-0.1	1.9	-1.0	-13
CC(C)(C)n1nnnc1C(c1ccc(C(F)(F)F)cc1)N(Cc1ccc(F)cc1)Cc1ccco1 (stereo not given)	-5	-6	i	25	20	-6	-1.0	·	-0.8	-15
COc1cc(/C=C/C(=O)O)cc(S(=O)(=O)Nc2ccccc2C(=O)NCCc2ccccc2)c1OC	-14	-3	-0.3	3	13	-3	0.9	0.2	-0.6	-2
COc1ccc(Br)cc1/C=C/C(=O)Nc1c(C)cccc1C	36	3	-0.3	9	26	2	1.6	·	1.3	-5
CCOc1ccccc1NC(=O)NCCC1=CCCCC1	14	-1	-0.5	-4	-13	-1	0.2	·	0.3	1
COc1ccc2oc(=O)c(/C(C)=N/Nc3ccccc3)cc2c1	34	4	-0.3	-2	-10	1	2.5	1.1	-1.7	·
O=C(Nc1cccc2ccccc12)N1CCC2(CC1)OCCO2	6	0	-0.2	4	-26	-3	0.3	0.6	-0.4	3
O=C(O)CC(c1cccc([N+](=O)[O-])c1)N1Cc2ccccc2C1=O (stereo not given)	18	2	i	-1	-5	-3	0.4	0.1	-0.9	-3
O=C(O)C(Cc1ccc(O)cc1)N1C(=O)c2ccccc2C1=O (stereo not given)	14	0	-0.5	1	4	-1	1.7	2.7	-0.6	-4
CCOc1ccc(NC(=O)c2nc(SCC)ncc2Cl)cc1	2	1	i	-3	9	4	-1.9	0.8	-2.2	1
CCOc1cc2[nH]c(=S)n(CCCN3CCCC3=O)c(=O)c2cc1OCC	9	0	-0.3	11	-3	-8	0.0	·	-1.2	-9
COC(=O)CC1SC(=O)NC1=Nc1cccc(C)c1 (stereo not given)	4	1	-0.7	-2	8	-3	0.2	·	-0.7	-18
CCOc1ccc(N2CC(C(=O)N3CCN(C(=O)c4ccco4)CC3)CC2=O)cc1 (stereo not given)	-2	6	-0.2	-9	13	-2	-2.2	-1.0	-0.4	-6
COc1ccc(NC(=O)C(OC(=O)Cn2cnc3c2c(=O)n(C)c(=O)n3C)c2ccccc2)cc1Cl (stereo not given)	·	·	-5.0	0	2	2	0.6	0.2	1.9	7
COCCn1c(-c2ccc(Br)cc2)nc2oc3cc(OC)ccc3c(=O)c2c1=O	5	5	i	2	-9	-5	0.1	0.7	·	0
Cn1cc(S(=O)(=O)NC2CCCC2)c(=O)n(C)c1=O	·	·	i	-9	5	0	0.7	2.1	1.8	3
Cc1cc(OC(C)C(=O)NCc2cccnc2)c2c(C)c(Cc3ccccc3)c(=O)oc2c1 (stereo not given)	29	0	i	18	2	0	1.2	0.5	0.2	4
Cc1ccc2ccc(S(=O)(=O)NCc3ccccn3)cc2c1	28	-7	i	13	8	-4	-6.6	0.5	-1.8	-13
CCOC(=O)c1c(N)c(C#N)cn1-c1ccccc1	3	0	2.0	0	-4	-2	-0.6	·	-0.8	-4
Cc1cccc(-c2ccc3c(c2)C2CC3CCN2Cc2ccc3c(c2)OCO3)c1 (stereo not given)	·	·	-0.5	-5	3	-3	-0.4	1.3	0.3	-7
Cc1nc2ncnn2c(Nc2ccc3c(c2)OCO3)c1Cc1ccccc1	-6	-2	-0.3	19	7	0	-0.7	·	0.5	7
Cc1nc2ccccc2c2oc(C(=O)NCCN3CCCCC3C)cc12 (stereo not given)	8	-2	1.6	3	-1	-5	-2.0	0.0	-0.6	6

Single records (already shown).
`COC(=O)CC1SC(=O)NC1=Nc1cccc(C)c1` (stereo not given) is entered as VHR inh abs: 4; 3CLpro inhibitor: 1; Vc quorum ag: -0.7; Yp Topo-I inh: -2; CCHF vOTU inh: 8; Anthrax LF inh2: -3; BoNT A protease: 0.2; TcdB GH inh: ·; PfHsp40 yeast: -0.7; SSB-PriA inh: -18
`CCOc1cc2[nH]c(=S)n(CCCN3CCCC3=O)c(=O)c2cc1OCC` is entered as VHR inh abs: 9; 3CLpro inhibitor: 0; Vc quorum ag: -0.3; Yp Topo-I inh: 11; CCHF vOTU inh: -3; Anthrax LF inh2: -8; BoNT A protease: 0.0; TcdB GH inh: ·; PfHsp40 yeast: -1.2; SSB-PriA inh: -9
